TRPC4 inh – TRPC4 (mouse) channel inhibition | Q9QUQ5 | HEK293 TRPC4beta/mu-opioid, DAMGO-evoked Fluo4 calcium flux; active compounds read low | B-score at 10 µM | 300,000 tested, 0.39% active;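 active means B-score over 3 SD under the library average, no early fluorescence shift, positive overall ratio signal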
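test system = HEK293 cells with stable TRPC4beta plus mu-opioid receptor expression | detection = Fluo4 Ca2+ flux fluorescence | read-out = integrated fluorescence ratio relative to baseline, converted to per-well B score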
MrgX1 PAM – human MrgX1 positive allosteric modulation, primary screen. Q96LB2. MrgX1-HEK293, Fluo-4 calcium flux, FDSS; active compounds read high. B-score at 10 µM. 310,000 tested, 0.63% active. AID 588675;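 active means plate-corrected calcium response at least 3 library SD above typical, normal starting fluorescence, not activating the receptor alone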;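 further: compound read alongside a low EC10 to EC30 dose of BAM8-22 agonist; peak minus trough fluorescence over baseline measured at the second addition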
TRPC6 inhibitor – blocks the mouse TRPC6 cation channel | HEK293-TRPC6, membrane potential dye, ACh-evoked depolarization; active compounds read low | B-score at 10 µM | 310,000 tested, 1.1% active | AID 2553;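 active means B-score under library mean minus 3 SD, initial fluorescence not abnormally high, positive integrated signal ratio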;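 further: B-score derived from integrated fluorescence ratio over the kinetic read; more negative B-score means stronger inhibition of depolarization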
Target sequence (Q61143 whole entry, looked up): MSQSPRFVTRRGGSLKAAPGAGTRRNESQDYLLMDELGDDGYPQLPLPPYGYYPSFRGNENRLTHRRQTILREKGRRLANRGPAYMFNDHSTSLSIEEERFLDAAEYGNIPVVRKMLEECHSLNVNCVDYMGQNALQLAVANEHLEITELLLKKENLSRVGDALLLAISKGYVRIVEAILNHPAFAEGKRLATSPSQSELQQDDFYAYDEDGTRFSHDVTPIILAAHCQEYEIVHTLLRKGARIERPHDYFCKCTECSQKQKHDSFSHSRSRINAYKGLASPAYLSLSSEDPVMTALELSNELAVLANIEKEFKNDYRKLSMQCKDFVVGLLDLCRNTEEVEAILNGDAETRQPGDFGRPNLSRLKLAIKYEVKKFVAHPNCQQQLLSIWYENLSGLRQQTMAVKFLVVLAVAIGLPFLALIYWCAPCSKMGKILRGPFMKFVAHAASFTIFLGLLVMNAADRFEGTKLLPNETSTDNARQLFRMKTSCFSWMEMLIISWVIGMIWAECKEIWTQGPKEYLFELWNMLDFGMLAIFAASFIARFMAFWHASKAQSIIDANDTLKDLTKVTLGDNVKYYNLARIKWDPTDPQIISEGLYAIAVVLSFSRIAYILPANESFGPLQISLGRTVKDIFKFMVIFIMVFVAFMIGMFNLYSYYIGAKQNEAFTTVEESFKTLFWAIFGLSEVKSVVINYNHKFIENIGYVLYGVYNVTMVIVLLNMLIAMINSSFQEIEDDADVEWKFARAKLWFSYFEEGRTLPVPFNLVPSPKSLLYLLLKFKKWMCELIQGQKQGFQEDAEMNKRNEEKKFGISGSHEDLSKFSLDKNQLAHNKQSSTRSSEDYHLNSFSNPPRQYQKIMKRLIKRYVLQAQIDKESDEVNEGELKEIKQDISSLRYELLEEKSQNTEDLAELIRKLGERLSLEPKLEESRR
Platelet DG rel – platelet dense granule release activity; human platelet-rich plasma, SFLLRN dense granule ATP release, luminescence; inhibition, %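 (compounds screened at 7.5 µM in platelet-rich plasma)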; AID 1663; 300,000 tested, 0.22% active;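 active means mean replicate score, as percent of positive control, at or above 50; inconclusive means mean below 50 but at least one replicate at or above 50; inactive means mean and every replicate below 50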
RGS4 block – inhibitors of human RGS4; AID 463165; B-score at 10 µM; HEK293 M3R/RGS4 inducible, Fluo-4 calcium flux; active compounds read high; triggered by carbachol at its EC20; 310,000 tested, 0.45% active; P49798;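 active means B-score, a plate-corrected calcium signal, over three deviations above library mean, with baseline fluorescence within five deviations of library mean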;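 further: RGS4 expression induced by doxycycline in cells with stable M3 receptor; B-score is computed from the integrated fluorescence ratio over baseline after carbachol; higher B-score means a larger calcium signal and so more RGS4 inhibition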
Target sequence (P49798 whole entry, looked up): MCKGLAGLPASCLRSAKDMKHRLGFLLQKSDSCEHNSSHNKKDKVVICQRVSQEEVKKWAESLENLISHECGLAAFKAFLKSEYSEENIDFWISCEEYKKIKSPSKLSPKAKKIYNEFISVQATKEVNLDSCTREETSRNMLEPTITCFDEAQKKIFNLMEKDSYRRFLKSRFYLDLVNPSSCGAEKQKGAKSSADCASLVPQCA
MrgX1 agonist – agonists of human MrgX1 receptor. MrgX1-HEK293 cells, Fluo-4 calcium fluorescence, agonist mode; active compounds read high. B-score at 10 µM. Q96LB2. 310,000 tested, 0.44% active. AID 588627;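 active means calcium response B-score plate-corrected fluorescence ratio at least 3 library SD, with starting fluorescence B-score inside 5 SD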
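Material: HEK293 cells stably expressing human MrgX1 receptor | Quantity: 15,000 cells per well | Times: Cells plated overnight, dye loaded 0.5 h 37 °C, 0.5 h room temperature | Measured by: Kinetic Fluo-4 NW fluorescence of intracellular calcium | Control set: Positive and negative controls per plate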
SKKanGAS inh – blocks kanamycin growth of S. pyogenes SKKanGAS strain. inhibition, % at 7.5 µM. 300,000 tested, 1.3% active. BacTiter-Glo, 6 h. AID 1662;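 active means mean replicate score, as percent of positive control median, at least 50; inconclusive means mean below 50 but one replicate at or above 50; inactive means mean and every replicate below 50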;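 further: strain carries kanamycin resistance gene driven by streptokinase promoter and grows in 40 µg/ml kanamycin; loss of luminescence reflects streptokinase promoter inhibition or plain growth inhibition; 0% = median of DMSO wells and 100% = positive control at its reference dose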
MrgX1 antagonist – antagonists of human MrgX1 receptor; MRGX1-HEK293 calcium flux, Fluo-4, BAM8-22 antagonism; active compounds read low; B-score at 10 µM; 310,000 tested, 1.3% active; AID 588676;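 active means calcium-response B-score plate-corrected more than 3 library SD below zero, starting fluorescence within 5 deviations, no agonist response on first addition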;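 further: peak minus trough fluorescence over baseline after final BAM8-22 challenge near maximal dose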
RGS4 pot – RGS4 potentiation or activation | 310,000 tested, 0.92% active | B-score at 10 µM | HEK293 M3R/inducible RGS4, carbachol calcium flux Fluo4; active compounds read low;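 active means B-score of the integrated calcium signal more than 4 SD below the library mean, with starting fluorescence not abnormally high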;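 further: negative B-score means reduced calcium response which marks RGS4 activation or potentiation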
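System – HEK293 FlpIn-TREx cells, stable M3R, doxycycline-inducible RGS4 · Reagent – ECmax carbachol challenge · Times – compound preincubation 20 min at room temperature before agonist · Technique – Fluo4 fluorescence kinetic imaging of calcium · Measure – B score of integrated Fluo4 ratio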
TRPC6 act – activators of mouse TRPC6 channel | Q61143 | HEK293-TRPC6 membrane potential dye fluorescence; active compounds read high | B-score at 10 µM | 310,000 tested, 0.13% active;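 active means B-score of the integrated fluorescence ratio above library mean plus 3 SD, and starting fluorescence ratio within library mean plus 5 SD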;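 further: higher score means more depolarization so channel activation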
HIF activator – HIF pathway transcriptional activation; activation, % at 7.5 µM (by protocol); AID 1910; 300,000 tested, 0.32% active; U2OS HRE-luciferase reporter, luminescence; normalized: DMSO 0%, desferrioxamine 100%;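 active means mean activation of at least 10% of the iron chelator positive control signal, with at least half of replicates also reaching 10%; inconclusive means mean and replicate majority disagree about reaching 10%; inactive means mean and most replicates under 10%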
Numbers without * were called inactive; i = inactive; ? = inconclusive; · = not tested or not shown.

SMILES	TRPC4 inh	MrgX1 PAM	TRPC6 inhibitor	Platelet DG rel	RGS4 block	MrgX1 agonist	SKKanGAS inh	MrgX1 antagonist	RGS4 pot	TRPC6 act	HIF activator
CCCOCc1ccc(O)c2ncccc12	i	i	i	10.9	i	i	82.1*	i	i	i	2.5
CCC1CCc2sc(C(=O)N(C)CC(=O)Nc3ccc(OC)cc3)cc2C1 (configuration not stated)	i	i	i	-1.1	i	i	9.7	i	i	i	0.1
CN1CCN(NC(=O)c2cccs2)CC1	i	i	i	-2.2	i	i	0.0	i	i	i	0.0
Cc1nnc2n1N=C(c1ccc3c(c1)NC(=O)CO3)CS2	i	i	i	-1.1	i	i	-17.5	i	i	i	-5.0
O=C(Nc1ccccc1Cc1ccccc1)c1ccccc1F	i	i	i	-1.2	i	i	6.5	i	i	i	-0.4
O=C(COC(=O)c1ccc(S(=O)(=O)Nc2ccccc2)cc1)NCc1ccco1	i	i	i	-6.5	i	i	-8.5	i	i	i	0.0
C=CCNC(=O)NC(=O)COn1nnc2ccc(S(=O)(=O)N(C)C)cc21	i	i	i	-7.7	i	i	1.9	i	i	i	-0.1
COc1cc(C(C)=O)ccc1OCC(O)CN1CCN(S(=O)(=O)c2ccccc2)CC1 (configuration not stated)	i	i	i	7.1	i	i	-4.2	i	i	i	-0.5
COc1ccc(CCN2C(=O)NC(NC(=O)C(C)(C)C)(C(F)(F)F)C2=O)cc1OC (configuration not stated)	i	i	i	-13.3	i	i	-6.0	i	i	i	0.0
COc1ccc(C(=O)NC2CC2)cc1OC1CCN(Cc2ccc(SC)cc2)CC1	i	i	i	4.0	i	i	3.7	i	i	i	0.2
CC(=O)NCc1ccc(C(=O)O)cc1	i	i	i	5.9	i	i	-3.5	i	i	i	-0.5
C#CCNc1nc(C)nc2c1nnn2Cc1ccccc1F	i	i	i	-2.4	i	i	2.6	i	i	i	-0.5
Cc1ccc(OCC(=O)N/N=C\c2cccn2C)c([N+](=O)[O-])c1	i	i	i	3.1	i	i	7.9	i	i	i	0.9
O=C1/C(=N\O)Cc2ccccc21	i	i	i	5.7	i	i	-9.0	i	i	i	-0.3
COc1ccc(-c2cnc[nH]2)cc1	i	i	i	-2.0	i	i	-1.2	i	i	i	0.5
COc1ccc(NC(=O)CSc2nc(O)c(Cc3ccccc3)c(=O)[nH]2)cc1	i	i	i	0.1	i	i	-1.0	i	i	i	-0.2
Cc1ccc(-n2c(Cc3noc4ccccc34)n[nH]c2=S)cc1	i	i	i	-1.8	i	i	0.4	i	i	i	-0.7
COc1ccc(F)cc1S(=O)(=O)Nc1cc2c3c(c1)CCC(=O)N3CCC2	i	i	i	16.0	i	i	-13.1	i	i	i	-0.3
Cc1ccc(CNC(=O)CCCn2c(=O)c3ccccc3n(CC(=O)NC3CCCC3)c2=O)cc1	i	i	i	4.7	i	i	-3.6	i	i	i	-0.3
CCCCNC(=O)C1CCCN1C(=O)Nc1ccccc1 (configuration not stated)	i	i	i	-0.2	i	i	0.6	i	i	i	-0.6
COc1ccccc1COn1c(=O)c(-c2ccco2)[n+]([O-])c2ccccc21	i	i	i	-7.6	i	i	-17.4	i	i	i	-0.2
CSCCC(NC(=O)COc1ccccc1)C(=O)N1CCCC(C(F)(F)F)C1 (configuration not stated)	i	i	i	21.1	i	i	-1.3	i	i	i	-0.3
CCN(CC)C(=O)Oc1ccnc2cc(Cl)ccc12	i	7.44*	i	4.4	i	i	-13.0	i	i	i	-0.4
Cc1n[nH]c(C)c1CCCOc1ccccc1	i	i	i	11.1	i	i	?	i	i	i	0.4
Cc1ccccc1-c1nnc(SCC(=O)NCc2ccc3c(c2)OCO3)n1C	i	i	i	9.4	i	i	0.7	i	i	i	-0.1
CCCCOc1ccc(C(=O)N/C(=C\c2ccc(OC)cc2)C(=O)OCc2ccco2)cc1	i	i	i	-0.1	i	i	7.5	i	i	i	-0.4
COc1ccccc1CNC(=O)CCCC(=O)n1nc(C)c2ccccc21	i	i	i	-0.3	i	i	-3.9	i	i	i	0.9
O=C(CC1C(=O)NCCN1Cc1ccc(F)cc1)NC1CCCCCCC1 (configuration not stated)	i	i	i	-5.4	i	i	-4.0	i	i	i	-0.1
O=S1(=O)CCN(Cc2ccc(F)cc2)CC1	i	i	i	-1.3	i	i	0.4	i	i	i	-0.3
CCc1nnc(NC(=O)CCC(=O)N2CCN(c3cccc(Cl)c3)CC2)s1	i	i	i	3.3	i	i	-10.1	i	i	i	0.0
NNC(=O)c1cc(-c2ccc(N)cc2)nc2ccc(Br)cc12	i	i	i	8.2	i	i	16.5	i	i	i	0.2
Cc1ccc(NC(=O)c2ccc(-n3cccn3)c([N+](=O)[O-])c2)cc1	i	i	i	-2.9	i	i	8.3	i	i	i	0.4
O=c1[nH]c2ccc(N/C(=N/S(=O)(=O)c3ccccc3)c3ccccc3)cc2[nH]1	i	i	i	-0.4	i	i	19.9	i	i	i	-0.1
On1c(-c2ccco2)nc2c1CCc1nonc1-2	i	i	i	2.2	i	i	-0.4	i	i	i	-0.8
Cc1cccc2cc(C(c3nnnn3Cc3ccccc3)N3CCCc4ccccc43)c(=O)[nH]c12 (configuration not stated)	i	i	i	-3.8	i	i	1.6	i	i	i	0.3
Cc1ccc2c(C)c(C(=O)N3CCN(C4CCS(=O)(=O)C4)CC3)oc2c1C (configuration not stated)	i	i	i	6.3	i	i	-5.3	i	i	i	0.0
CC(C)N(C(=O)COC(=O)[C@@H]1CC(O)CN1S(=O)(=O)c1ccc(C(C)(C)C)cc1)C(C)C (some centres not stated)	i	i	i	12.1	i	i	-13.3	i	i	i	-0.9
Cc1cc(Oc2ccc(=O)n(C)n2)nc(SCCOc2ccccc2)n1	i	i	i	1.6	i	i	-3.4	i	i	i	0.3
COc1cccc(OCC(=O)N(Cc2nc(-c3ccc(Cl)cc3)no2)C(C)C)c1	i	i	i	8.9	i	i	1.3	i	i	i	-0.1
CC(C)c1cc(-c2cc(C(=O)NCc3ccccc3)on2)nc(NCC2CC2)n1	i	i	i	-0.5	i	i	28.0	i	-8.36*	i	-0.2
COC(=O)C1(C(=O)OC)NOC2C(=O)N(N(C)c3ncc(C(F)(F)F)cc3Cl)C(=O)C21 (configuration not stated)	i	i	i	0.3	i	i	-5.0	i	i	i	-0.1
COc1ccc2ccccc2c1C1CC(=O)N2CN(C3CCCCC3)CSC2=C1C#N (configuration not stated)	i	i	i	0.3	i	i	28.8	i	i	i	-0.3
CCOC(=O)Cc1csc(NC(=O)CSc2nc(=O)[nH]c3c2CCC3)n1	i	i	i	2.4	i	i	-1.9	i	i	i	0.0
CCc1nc2ccccc2c(C(=O)OCC(=O)NC(=O)c2cccn2C)c1C	i	i	i	2.0	i	i	6.8	i	i	i	-0.1
CCOC(=O)NCC(C)(C)CNC(=O)OCC	i	i	i	5.9	i	i	8.5	i	i	i	-0.1
CC1=CC(=C2C(=O)c3ccccc3C2=O)C=C(C)N1C	i	i	i	31.7	i	i	-6.6	i	i	i	1.8
Cc1ccc(C(=O)OCC(=O)NCc2cccs2)cc1C	i	i	i	-2.6	i	i	-6.5	i	i	i	-0.2
CCCSc1cc(N2CCOCC2)nc(-c2ccccc2Cl)n1	i	i	i	0.4	i	i	38.5	i	i	i	0.0
O=C(C1CCCO1)N1CCc2ccccc21 (configuration not stated)	i	i	i	7.3	i	i	12.7	i	i	i	-0.5
COc1ccc(-c2nc(C=O)cs2)cc1	i	i	i	4.9	i	i	-0.2	i	i	i	0.5

(further entries)
SMILES	TRPC4 inh	MrgX1 PAM	TRPC6 inhibitor	Platelet DG rel	RGS4 block	MrgX1 agonist	SKKanGAS inh	MrgX1 antagonist	RGS4 pot	TRPC6 act	HIF activator
CN(C(=O)c1cccs1)c1ccc(OCC(=O)Nc2ccc(C(=O)O)cc2)cc1	i	i	i	2.0	i	i	6.5	i	i	i	·
COc1ccc(CNC(=O)C2CCCN2S(=O)(=O)c2ccccc2)cc1 (configuration not stated)	i	i	i	-2.3	i	i	-12.0	i	i	i	·
O=C(c1ccc([N+](=O)[O-])s1)N1CCN(c2ccccn2)CC1	i	i	i	-8.8	i	i	6.1	i	i	i	-0.6
Cc1cc(SCC(=O)OCC(=O)c2c(N)n(C)c(=O)n(C)c2=O)c(C)cc1Br	i	i	i	-9.5	i	i	5.0	i	i	i	-0.5
CCSc1nnc(NS(=O)(=O)c2ccc(OC)cc2)s1	i	i	i	1.5	i	i	3.8	i	i	i	-0.4
COc1cccc(/C=c2/s/c(=C(\C#N)C(=O)N3CCOCC3)n(-c3ccccc3)c2=O)c1	i	i	i	3.6	i	i	-1.6	i	i	i	-0.3
CN(C)c1nc(N)c([N+](=O)[O-])c(NCC2CCCO2)n1 (configuration not stated)	i	i	i	-6.6	i	i	-1.1	i	i	i	-0.1
O=C(O)CCNS(=O)(=O)c1ccc2ccccc2c1	i	i	i	0.4	i	i	-3.4	i	i	i	-0.2
Cc1ccc(CC2C(=O)N(c3cc(C)ccc3C)C(=O)C2C)cc1 (configuration not stated)	i	i	i	1.7	i	i	2.5	i	i	i	-0.2
CNC(=O)COc1ccc(S(=O)(=O)Nc2ccc(OC)cc2)cc1	i	i	i	-3.4	i	i	·	i	i	i	0.4
Cc1nc(C)c(C(=O)C2=C(O)C(=O)N(CCCn3ccnc3)C2c2ccc(Cl)cc2)s1 (configuration not stated)	i	i	i	1.2	i	i	1.2	i	i	i	-0.2
Cc1ccc(-c2n[nH]c(=O)c3ccccc23)cc1S(=O)(=O)N(C)C	i	i	i	6.5	i	i	-1.1	i	i	i	-6.5
CC(C)NC(=O)c1cc(-c2cccs2)on1	i	i	i	-1.4	i	i	-1.0	i	i	i	5.1
CC(C(=O)N1CCCC1)c1ccc([N+](=O)[O-])cc1 (configuration not stated)	i	i	i	2.6	i	i	-1.0	i	i	i	0.1
O=C(CCc1ccccc1)Nc1ncc2c(n1)CCCC2=O	i	i	i	-5.4	i	i	-5.2	i	i	i	-0.4
CCOC(=O)c1cnc(N2CCN(C(=O)OCC)CC2)[nH]c1=O	i	i	i	2.2	i	i	-7.0	i	i	i	0.2
Cc1cc(C)n2cc(-c3ccc(Cl)cc3)c(C(=O)O)c2n1	i	i	i	-2.3	i	i	-4.5	i	i	i	1.5

Hits appear at their usual frequency. About 6.1% of those tested had a hit in this group.
